Assay outcomes: PubChem, The Scripps Research Institute Molecular Screening Center
MITF primary = MITF inhibitors, primary screen, biochemical, AlphaScreen, human. Microphthalmia-associated transcription factor (Homo sapiens), O75030. AlphaScreen MITF homodimerization, bead proximity signal. inhibition, % at 2.6 µM. actives 0.91% (n = 650,000). AID 1259374, 2018; in the data active = inhibition above about 50%;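 also: 0% = vehicle wells with protein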
Target sequence (O75030 whole entry, looked up): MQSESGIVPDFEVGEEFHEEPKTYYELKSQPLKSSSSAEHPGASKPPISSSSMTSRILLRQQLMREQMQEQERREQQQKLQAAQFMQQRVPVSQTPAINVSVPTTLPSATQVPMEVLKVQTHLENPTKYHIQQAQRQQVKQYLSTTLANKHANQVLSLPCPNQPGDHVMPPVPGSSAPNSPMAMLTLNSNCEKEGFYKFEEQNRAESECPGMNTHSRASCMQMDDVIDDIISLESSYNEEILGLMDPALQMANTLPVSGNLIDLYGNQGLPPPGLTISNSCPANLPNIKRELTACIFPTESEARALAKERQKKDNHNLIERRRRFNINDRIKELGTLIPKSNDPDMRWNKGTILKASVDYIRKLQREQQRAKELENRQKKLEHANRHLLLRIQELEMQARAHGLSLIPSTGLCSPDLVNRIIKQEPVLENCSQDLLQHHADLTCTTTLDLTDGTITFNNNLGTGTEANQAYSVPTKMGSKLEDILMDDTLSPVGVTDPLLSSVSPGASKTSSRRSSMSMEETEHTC
TEAD-YAP inh = TEAD-YAP interaction inhibition, primary screen, TEAD-YAP interaction inhibitor project, luminescence, HEK-TIYL cells | AID 1259422, 2018 | inhibition, % at 9.12 µM | TEAD-Gal4/YAP UAS-luciferase luminescence | actives 1.4% (n = 640,000); in the data active = inhibition above about 32%;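 also: 0% = median of test compound wells and 100% = reference inhibitor wells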
FBW7 act = FBW7 E3 ligase activators, primary screen, biochemical, AlphaScreen, human | actives 0.13% (n = 650,000) | AlphaScreen FBW7–phospho-cyclin E peptide binding, activator screen | F-box/WD repeat-containing protein 7 (Homo sapiens), Q969H0 | normalized activity (activation), % at 26.1 µM | AID 1259310, 2017; in the data active = normalized activity above about 1.9%;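 also: purified mutant Fbw7 with reduced substrate affinity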
GPR151 ag = activators of human GPR151, primary screen, cell-based, PathHunter beta-arrestin, luminescence | G-protein coupled receptor 151 (Homo sapiens), Q8TDV0 | PathHunter beta-arrestin GPR151 cells | activation, % at 11.2 µM | actives 1% (n = 650,000) | AID 1508602, 2020; in the data active = activation above about 4.9%;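 also: 0% = median of compound wells and 100% = cells with positive control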
Target sequence (Q8TDV0 whole entry, looked up): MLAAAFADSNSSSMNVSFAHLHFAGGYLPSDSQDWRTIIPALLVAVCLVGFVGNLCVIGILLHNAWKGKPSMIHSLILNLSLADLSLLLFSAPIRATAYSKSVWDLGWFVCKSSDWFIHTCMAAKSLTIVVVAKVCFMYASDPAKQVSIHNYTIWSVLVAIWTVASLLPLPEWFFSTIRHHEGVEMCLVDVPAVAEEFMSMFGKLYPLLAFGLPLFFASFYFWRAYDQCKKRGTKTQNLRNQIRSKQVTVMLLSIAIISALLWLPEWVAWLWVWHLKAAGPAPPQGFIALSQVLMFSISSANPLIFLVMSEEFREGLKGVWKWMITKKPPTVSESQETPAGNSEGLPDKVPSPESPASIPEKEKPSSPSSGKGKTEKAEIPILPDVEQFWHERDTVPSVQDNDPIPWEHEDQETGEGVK
Starred values were filed as active, the others as inactive.

Field names – A = MITF primary; B = TEAD-YAP inh; C = FBW7 act; D = GPR151 ag
O=C(NCc1ccc(Cl)cc1)c1c(O)c2c([nH]c1=O)CCCC2
  A = -1; B = -3; C = -0.1; D = -0.4
CC(=O)c1ccc(OCCCCOc2ccc(C(C)=O)cc2)cc1
  A = -18; B = -3; C = 0.4; D = -1.1
CCOC(CNc1nc(OC)cc(OC)n1)(OCC)c1ccccn1
  A = -4; B = 1; C = 0.0; D = 5.0*
O=C(NCc1ccncc1)c1ccc2cncc(-c3ccccc3)c2n1
  A = 4; B = 71*; C = -0.4; D = -0.4
CC(=O)c1ccc(S(=O)(=O)N2CCC(c3nc4ccc(C)cc4[nH]3)CC2)cc1
  A = -8; B = 10; C = -0.1; D = -0.6
C=CCOc1ccc(/C=N\n2nnnc2N)cc1OC
  A = 27; B = 3; C = 0.8; D = 1.8
S=C(Nc1ccc2c(c1)OCO2)N1CCN(c2ncccn2)CC1
  A = 3; B = -5; C = -0.2; D = 6.6*
O=C(Cc1ccccc1)Nc1sc2c(c1C(=O)Nc1ccccc1)CCCC2
  A = 6; B = 0; C = -0.1; D = -0.7
CN(c1ccc(C(=O)Nc2ccc(F)c(Cl)c2)cc1)S(=O)(=O)c1ccccc1
  A = 12; B = 3; C = 0.2; D = 5.4*
CCOc1ccc(/C=C/C(=O)Nc2ccc(OCC)cc2)cc1
  A = 11; B = 9; C = 0.2; D = 1.0
O=C1NCCN(Cc2ccc(F)cc2)C1CC(=O)N1CCSCC1 (stereo not given)
  A = 7; B = 8; C = 0.3; D = 0.1
COc1ccc(NC(=O)CCC(=O)OCN2C(=O)c3ccccc3C2=O)cc1
  A = -2; B = -4; C = 0.0; D = 1.0
COc1ccc(C2=NS(=O)(=O)N(C)C(C(=O)NC(C)c3ccccc3)=C2)cc1 (stereo not given)
  A = 16; B = 0; C = 0.6; D = -2.3
CCOc1cc(C2Nc3ccccc3C(=O)N2c2ccc(O)cc2)ccc1OCC(=O)Nc1ccc(C)c(C)c1 (stereo not given)
  A = -5; B = 27; C = 0.0; D = -0.7
COc1ccc(/C=C(/C#N)c2nc(-c3ccc(Br)cc3)cs2)cc1
  A = -11; B = -5; C = 0.0; D = 1.2
C=CCN(C)C(=O)c1cnc2sc(C)c(C)n2c1=O
  A = 6; B = -8; C = 0.1; D = 0.1
Cc1ccc2cc(C3CC(c4ccc(Br)cc4)=NN3C(=O)c3ccc(Br)cc3)c(Cl)nc2c1 (stereo not given)
  A = 2; B = -9; C = 0.1; D = 0.6
COC(=O)NC1CC(C)CC(C)(C)C1 (stereo not given)
  A = -5; B = 0; C = 0.1; D = 0.5
CCc1ccccc1Nc1nc(-c2ccc([N+](=O)[O-])cc2)nc2ccccc12
  A = 9; B = 8; C = 0.2; D = -0.3
CC1CCC(N2C(=O)C3C(C(=O)Nc4cc(Cl)cc(Cl)c4)C4C=CC3(O4)C2C(=O)NC2CCCCC2)CC1 (stereo not given)
  A = 2; B = 5; C = 0.0; D = -0.9
CC(C)N1CCC(N2CCN(Cc3cn(C)nc3-c3ccccc3)CC2CCO)CC1 (stereo not given)
  A = -27; B = -4; C = 0.1; D = -1.3
CCc1nn(CC(=O)NCCN2CCN(C)CC2)c(=O)c2cc3occc3n12
  A = 10; B = 7; C = 0.2; D = -0.2
CN(C)c1ccc(/C=C2\C(=N)N3N=C(S(C)(=O)=O)SC3=NC2=O)cc1
  A = -1; B = -7; C = -0.1; D = 0.2
COc1ccccc1C(=O)NC(=S)Nc1cccc([N+](=O)[O-])c1
  A = -7; B = 14; C = 0.1; D = 1.1
Cc1cc(NCc2ccccc2)nc(Nc2ccc3ncccc3c2)n1
  A = -1; B = 13; C = 0.2; D = 2.6
COCCNCCC1CCC(=O)N1Cc1ccccc1OC(F)(F)F (stereo not given)
  A = -4; B = -3; C = 0.0; D = -0.5
Cc1nc2ccccc2n1C(=O)c1ccc([N+](=O)[O-])cc1
  A = -8; B = 6; C = -0.1; D = 0.6
Cc1ccc(S(=O)(=O)Nc2ccc(S(N)(=O)=O)cc2)cc1
  A = -15; B = -6; C = -0.1; D = 0.4
O=C(c1ccco1)N1CCN(S(=O)(=O)c2cccc3nonc23)CC1
  A = 10; B = 14; C = 0.1; D = 0.8
COc1cccc(NC(=O)CN(C)C)c1
  A = -22; B = 0; C = 0.1; D = 0.0

Profiles, quoted from the list. Order of screens: MITF primary, TEAD-YAP inh, FBW7 act, GPR151 ag
Profile of `CC1CCC(N2C(=O)C3C(C(=O)Nc4cc(Cl)cc(Cl)c4)C4C=CC3(O4)C2C(=O)NC2CCCCC2)CC1` (stereo not given) → 2, 5, 0.0, -0.9
Profile of `Cc1ccc2cc(C3CC(c4ccc(Br)cc4)=NN3C(=O)c3ccc(Br)cc3)c(Cl)nc2c1` (stereo not given) → 2, -9, 0.1, 0.6
Profile of `Cc1ccc(S(=O)(=O)Nc2ccc(S(N)(=O)=O)cc2)cc1` → -15, -6, -0.1, 0.4

4 entries from above, set out differently.
structure: CC1CCC(N2C(=O)C3C(C(=O)Nc4cc(Cl)cc(Cl)c4)C4C=CC3(O4)C2C(=O)NC2CCCCC2)CC1 (stereo not given)
  MITF primary = 2
  TEAD-YAP inh = 5
  FBW7 act = 0.0
  GPR151 ag = -0.9
structure: CC(C)N1CCC(N2CCN(Cc3cn(C)nc3-c3ccccc3)CC2CCO)CC1 (stereo not given)
  MITF primary = -27
  TEAD-YAP inh = -4
  FBW7 act = 0.1
  GPR151 ag = -1.3
structure: CCc1nn(CC(=O)NCCN2CCN(C)CC2)c(=O)c2cc3occc3n12
  MITF primary = 10
  TEAD-YAP inh = 7
  FBW7 act = 0.2
  GPR151 ag = -0.2
structure: CN(C)c1ccc(/C=C2\C(=N)N3N=C(S(C)(=O)=O)SC3=NC2=O)cc1
  MITF primary = -1
  TEAD-YAP inh = -7
  FBW7 act = -0.1
  GPR151 ag = 0.2

Other structures follow:
Field names – A = MITF primary; B = TEAD-YAP inh; C = FBW7 act; D = GPR151 ag
Nn1cnc2c([nH]c3ccc(Br)cc32)c1=O
  A = -3; B = -4; C = 0.0; D = -0.1
Cc1ccc(C(=O)Nc2ncn[nH]2)cc1Cl
  A = 0; B = -4; C = -0.3; D = -0.5
Clc1ccc(-n2cc(-c3ccccc3)c3c(NCCCn4ccnc4)ncnc32)cc1
  A = 15; B = -13; C = 0.7; D = -0.2
O=C(NCc1ccccc1Cl)c1cccc(NC2=NC3CS(=O)(=O)CC3S2)c1 (stereo not given)
  A = -10; B = 7; C = -0.2; D = -0.3
Cc1ccc(NCN2C(=O)c3ccccc3C2=O)cc1
  A = -3; B = -2; C = -0.1; D = 4.0
CCOc1ccc2ccccc2c1C(=O)Nc1sc(C)c(C)c1C(N)=O
  A = 6; B = 5; C = 0.4; D = -0.2
COCCCNC(=O)Cn1cc(/C=C(\C#N)C(=O)Nc2ccccc2F)c2ccccc21
  A = 14; B = 9; C = 0.3; D = -1.2
C[C@H](O)[C@H]1NC(=O)[C@H]2CN(C(=O)c3ccccc3)CCN2C1=O
  A = -13; B = 0; C = -0.4; D = 1.9
CC(C)(C)NC(=O)CSc1nnc(-c2cccnc2)n1-c1ccc(Cl)cc1
  A = -7; B = -4; C = 0.0; D = -0.5
CCCN(CCC)CCN1C(=O)C2C(C(=O)Nc3ccc(C)c(C)c3)C3C=CC2(O3)C1C(=O)NC1CCCCC1 (stereo not given)
  A = 9; B = 9; C = 0.1; D = 3.0
CCC1CCCCN1C(=O)CCc1nnc(C2CCCCC2)o1 (stereo not given)
  A = -8; B = -33; C = -0.1; D = 0.5
Cc1ccc(NC(=O)CN2CCC(C(=O)NCc3c(F)cccc3F)CC2)cc1
  A = 2; B = 6; C = 0.0; D = 0.1
O=S(=O)(c1ccc(Cl)c2ccccc12)N1CCN(c2ccccc2)CC1
  A = -5; B = -3; C = 0.0; D = -0.1
COc1cccc(/C=C/c2nc3ccccc3c(=O)[nH]2)c1O
  A = 15; B = 65*; C = 0.3; D = -11
O=C1/C(=C/c2ccc(Br)cc2)C=C(c2ccccc2)N1c1cccc(Cl)c1Cl
  A = 9; B = 3; C = 0.4; D = 1.1
CC(C(=O)OCC(=O)c1ccc(Br)cc1)N1C(=O)C2C3C=CC(C3)C2C1=O (stereo not given)
  A = 6; B = 7; C = 0.0; D = -0.5
CCc1ccc(NC(=O)CSc2ccccc2)cc1
  A = -3; B = -70; C = 0.2; D = -0.6
O=C(c1cccnc1)N1CCN(Cc2csc(-c3ccccc3)n2)CC1
  A = 19; B = -15; C = 0.4; D = -0.5
CN(C)CCN(C)Cc1c(F)cccc1Cl
  A = 50; B = 3; C = 0.3; D = 1.7
Fc1cccc(Cl)c1CNn1cn[nH]c1=S
  A = 10; B = 13; C = 1.1; D = 0.0
CC1=C(C)C(=O)C(=O)C(c2ccccc2)NN1 (stereo not given)
  A = -6; B = 0; C = 0.1; D = 1.7
CC(C)CN1CCN(Cc2cc3ccccc3[nH]2)CC1CCO (stereo not given)
  A = 7; B = 6; C = -0.2; D = -0.5
COc1cc(C2C(C#N)=C(N)Oc3n[nH]c(C)c32)ccc1OCc1ccc(F)cc1 (stereo not given)
  A = 2; B = -26; C = 0.0; D = 0.8
Cc1cccc(N2C(=O)C(N3C(=O)c4ccc([N+](=O)[O-])cc4C3=O)C2c2ccc(F)cc2)c1 (stereo not given)
  A = 3; B = 3; C = -0.1; D = 2.2
CC(C)(C)c1ccc(C(=O)Nc2ccc(NC(=O)c3ccc(Cl)c(Cl)c3)cc2)cc1
  A = 9; B = 2; C = 0.0; D = -0.2
CCOc1cc(C)c(S(=O)(=O)NCc2ccco2)cc1C
  A = 11; B = -6; C = 0.1; D = -1.2
CCOC(=O)c1ccc(CN(Cc2ccc(F)cc2)S(=O)(=O)c2ccc(F)c(C(=O)Nc3cc(C)ccc3C)c2)cc1
  A = 11; B = 5; C = 0.0; D = 2.9
COc1ccc2nc(SCC(=O)N3CCc4ccccc43)c(C#N)cc2c1
  A = 0; B = 6; C = -0.1; D = 0.0
c1csc(CNc2c3c(nc4nncn24)CCC3)c1
  A = 9; B = 3; C = 0.6; D = -0.5
CC(=O)Nc1ccc(S(=O)(=O)NNC(=O)c2cccc(C)c2)cc1
  A = 2; B = 3; C = 0.1; D = 2.4
O=C(CCCN1C(=O)/C(=C/c2cccs2)SC1=S)N(CCO)Cc1ccccc1
  A = 0; B = 4; C = -0.3; D = 0.3
CC(=O)C1=C(C)NC(C)=C(C(C)=O)C1c1ccccc1
  A = -16; B = 9; C = 0.0; D = -0.2
O=[N+]([O-])c1ccccc1S(=O)(=O)N1CCN(S(=O)(=O)Cc2ccccc2)CC1
  A = 11; B = -2; C = 0.1; D = 1.0
CCCCC1CN(Cc2ccc(CO)o2)Cc2ccccc2O1 (stereo not given)
  A = -6; B = -8; C = 0.0; D = 4.3
CC1CCc2nn(CC(=O)NC3CCCCC3C)cc2C1 (stereo not given)
  A = -9; B = 3; C = 0.3; D = -0.5
CC(C)Oc1ccc(Br)cc1/C=C1\SC(N)=NC1=O
  A = 6; B = -9; C = 0.1; D = 1.9
CC1(C)CC(N2CCCC2)=C/C(=N/NC(=O)c2cccnc2)C1
  A = 10; B = -7; C = 0.0; D = -0.3
COc1ccc(CCNC(=O)CSc2nc3ccccc3c3nc(C)nn23)cc1OC
  A = 10; B = 21; C = 0.3; D = 1.5
Cc1ccc(-c2c(C#N)c(SCC(=O)OCc3ccccc3)nc3c2CCCC3)cc1
  A = -7; B = -2; C = -0.1; D = -0.8
Cc1cc(O)c(Br)c(C)c1NS(=O)(=O)c1ccccc1
  A = 12; B = 0; C = -0.2; D = -0.2
CC(=O)c1ccc(N2CCN(C(=O)c3c(F)c(F)cc(C)c3Cl)CC2)c(F)c1
  A = 24; B = -7; C = 0.5; D = -0.2
CCC(Sc1nc2n[nH]c(C)c2c(=N)n1-c1ccc(Br)cc1)C(=O)N1CCCC1 (stereo not given)
  A = -6; B = 1; C = 0.1; D = -0.8
CCc1nc2ccc(C(=O)NCC(OC)OC)cc2nc1CC
  A = 6; B = -2; C = 0.0; D = 1.2
O=C(NCCn1cnc(-c2ccc(F)cc2)cc1=O)c1cc(-c2ccc(F)cc2)n[nH]1
  A = 0; B = -9; C = 0.1; D = -1.1
COc1cccc2sc(=NC(=O)c3cccc4ccccc34)n(C)c12
  A = 7; B = 2; C = 0.9; D = -0.8
COc1cccc(C(=O)NNC(=O)c2cccc(Cl)c2)c1
  A = -2; B = -28; C = 0.1; D = -1.5
Clc1ccc(Cn2ncc3c(N4CCN(C5CCCC5)CC4)ncnc32)cc1
  A = 21; B = 12; C = 0.2; D = -1.0
Cc1[nH]c(=O)[nH]c(=O)c1NC(=O)c1sc2nc3ccc(C(C)C)cc3cc2c1N
  A = -2; B = 79*; C = -0.1; D = 0.6

5 entries from above in a different format.
Structure	MITF primary	TEAD-YAP inh	FBW7 act	GPR151 ag
Cc1cc(O)c(Br)c(C)c1NS(=O)(=O)c1ccccc1	12	0	-0.2	-0.2
CC(=O)c1ccc(N2CCN(C(=O)c3c(F)c(F)cc(C)c3Cl)CC2)c(F)c1	24	-7	0.5	-0.2
CCC(Sc1nc2n[nH]c(C)c2c(=N)n1-c1ccc(Br)cc1)C(=O)N1CCCC1 (stereo not given)	-6	1	0.1	-0.8
CCc1nc2ccc(C(=O)NCC(OC)OC)cc2nc1CC	6	-2	0.0	1.2
O=C(NCCn1cnc(-c2ccc(F)cc2)cc1=O)c1cc(-c2ccc(F)cc2)n[nH]1	0	-9	0.1	-1.1
